High-throughput results (PubChem)
RPL19A-GFP yeast: RPL19A-GFP expression modulators in yeast, primary screen, cell-based, S. cerevisiae, multiplex flow cytometry, MLPCN; hit rate 0.3% among 330,000; S. cerevisiae RPL19A-GFP strain, 3 h; hits give low values; percent response vs DMSO, % at 10 µM; AID 2025, 2009;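 active = percent response vs DMSO below 50%; inconclusive = fewer than 70 events counted for the yeast strain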;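 note: median channel GFP fluorescence of the barcoded RPL19A-GFP strain; ratio of sample median GFP to plate DMSO average so 100% = DMSO; lower means less RPL19A-GFP as with rapamycin TOR inhibition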
CR mimetic SO: reduction of superoxide in aged yeast, primary screen, HTS. S. cerevisiae aged cells, superoxide DHE fluorescence; hits give low values. superoxide response (% of plate mean), % at 10 µM. hit rate 0.18% among 330,000. AID 2690, 2010;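 active = superoxide response under a set limit, about three screen SD below normal, cut at about 65% in these data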;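 note: yeast aged for seven days with compound at 30 °C before DHE staining; 100% = average MFI of all compound-treated wells on the plate with controls excluded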
GASC-1 inh: inhibitors of GASC-1 histone demethylase, primary screen, biochemical, fluorescence, DELFIA europium. Lysine-specific demethylase 4C (Homo sapiens), Q9H3R0. GST-JMJD2C(1-420) H3K9me3 demethylation. inhibition, % at 2.35 µM. hit rate 0.069% among 330,000. AID 2099, 2009;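 active = more than half of a compound's replicate wells show inhibition beyond 50%, single wells judged on their own value; inconclusive = some, but no more than half, of replicates pass 50% inhibition; inactive = no replicate passes 50% inhibition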;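 note: signal counts dimethyl H3K9 product captured on neutravidin plate; 0% = median of DMSO wells and 100% = 0.3 times that DMSO median; strong numbers were not always called active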
AHR activator: AHR activators, primary screen, cell-based, luminescence, luciferase reporter, human; Aryl hydrocarbon receptor (Homo sapiens), P35869; AHR-responsive luciferase reporter cells; activation, % at 5 µM; hit rate 2.5% among 320,000; AID 2796, 2010; in the data active = activation above about 47%;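 note: 0% = vehicle wells and 100% = reference agonist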
Target sequence (P35869 whole entry, looked up): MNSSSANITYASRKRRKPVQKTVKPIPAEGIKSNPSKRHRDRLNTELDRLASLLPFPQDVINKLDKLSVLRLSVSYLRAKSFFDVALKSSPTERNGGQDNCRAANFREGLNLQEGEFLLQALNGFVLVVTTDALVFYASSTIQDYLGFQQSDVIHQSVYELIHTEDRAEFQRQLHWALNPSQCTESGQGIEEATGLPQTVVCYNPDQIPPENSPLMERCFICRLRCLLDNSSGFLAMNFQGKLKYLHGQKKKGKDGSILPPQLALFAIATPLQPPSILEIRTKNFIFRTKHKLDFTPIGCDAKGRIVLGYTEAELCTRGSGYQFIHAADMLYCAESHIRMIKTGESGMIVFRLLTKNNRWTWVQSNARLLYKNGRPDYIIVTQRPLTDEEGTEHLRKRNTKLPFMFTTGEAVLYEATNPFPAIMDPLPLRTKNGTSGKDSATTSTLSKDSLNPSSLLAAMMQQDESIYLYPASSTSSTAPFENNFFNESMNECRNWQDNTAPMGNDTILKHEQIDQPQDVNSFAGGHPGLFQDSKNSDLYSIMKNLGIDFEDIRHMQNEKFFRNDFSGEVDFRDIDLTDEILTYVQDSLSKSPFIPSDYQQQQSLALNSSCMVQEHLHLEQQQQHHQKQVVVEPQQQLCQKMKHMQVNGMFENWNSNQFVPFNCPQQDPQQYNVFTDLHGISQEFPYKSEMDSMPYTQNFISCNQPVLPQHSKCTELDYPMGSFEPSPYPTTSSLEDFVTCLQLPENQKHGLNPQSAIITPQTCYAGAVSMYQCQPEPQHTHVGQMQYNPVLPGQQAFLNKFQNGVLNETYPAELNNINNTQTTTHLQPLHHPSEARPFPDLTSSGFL
procasp3 activ: activators of human procaspase-3 D3A mutant, primary screen, biochemical, absorbance, PC-3 D3A mutant, single concentration | Caspase-3 (Homo sapiens), P42574 | recombinant procaspase-3 D3A, Ac-DEVD-pNA absorbance 405 nm | activation, % at 8.5 µM | hit rate 0.11% among 330,000 | AID 463141, 2010;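 active = activation above the mean of all tested compounds plus 3 SD, cut at about 21% in these data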;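 note: 0% = DMSO alone and 100% = DMSO wells spiked with extra 5 µM PC-3 D3A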
Target sequence (P42574 whole entry D9A/D28A/D175A): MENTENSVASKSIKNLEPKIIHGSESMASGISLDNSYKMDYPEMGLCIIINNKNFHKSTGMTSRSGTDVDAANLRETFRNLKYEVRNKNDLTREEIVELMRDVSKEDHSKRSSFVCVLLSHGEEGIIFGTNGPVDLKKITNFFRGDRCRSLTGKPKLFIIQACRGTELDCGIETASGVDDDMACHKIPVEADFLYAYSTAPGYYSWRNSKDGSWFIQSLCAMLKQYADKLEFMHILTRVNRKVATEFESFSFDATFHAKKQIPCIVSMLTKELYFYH
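System: Procaspase-3 D3A mutant. Medium: Zinc-free 300 mM NaCl, 50 mM HEPES, 0.01% Triton X-100. Schedule: 1 h preincubation plus 2 h reaction at 25 °C. Measured by: 405 nm absorbance of p-nitroaniline, reads at 0 and 120 min. Read-out: percent activation relative to control range.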
proCasp7 act: procaspase-7 activators, primary screen, counter-screen for procaspase-3 activator project, biochemical, absorbance, HTS, human. activation, % at 8.5 µM. recombinant procaspase-7, Ac-DEVD-pNA absorbance 405 nm; D23A/D198A/D206A triple mutant, cannot self-cleave; scale: DMSO 0, 5 µM enzyme 100. hit rate 0.093% among 330,000;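 active = percent activation above the screen-wide mean plus 3 SD, cut at about 25% in these data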
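Material: Procaspase-7 triple mutant (PC-7 D3A) | Quantity: 2 µM procaspase-7 mutant as dispensed | Reagent: DEVD-pNA substrate | Times: 1 h preincubation, 2 h reaction | Technique: 405 nm absorbance of p-nitroaniline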
LAP4-GFP MLPCN: modulators of LAP4-GFP expression in yeast, primary screen, S. cerevisiae, multiplex flow cytometry, MLPCN library. 3 h; median GFP as percent of DMSO wells. GFP response vs DMSO, % at 10 µM. hit rate 0.34% among 320,000;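 active = GFP response vs DMSO above a set limit, about the screen mean plus 3 SD, cut at about 150% in these data; inconclusive = under 70 cell events counted for the yeast strain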
MEP2 TOR yeast: modulators of MEP2-GFP levels in yeast, primary screen, S. cerevisiae, multiplex flow cytometry, MLPCN library. S. cerevisiae MEP2-GFP strain, 3 h; 100% = DMSO control level. GFP response vs DMSO, % at 10 µM. hit rate 0.51% among 330,000. AID 2016, 2009;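 active = GFP response versus DMSO above a set limit, roughly screen mean plus 3 SD, cut at about 180% in these data; inconclusive = fewer than 70 cells counted for a yeast strain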;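 note: median GFP fluorescence of the barcode-gated MEP2-GFP cells per well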
* hit, by the source's call; ? = inconclusive; . = no result given; & = joins results of further samples; [ ] = remark or other dose.

Each structure is followed by: proCasp7 act	procasp3 activ	LAP4-GFP MLPCN	CR mimetic SO	AHR activator	GASC-1 inh	RPL19A-GFP yeast	MEP2 TOR yeast
O=C1OCC(c2ccccc2)=C1c1ccccc1
→ 7	-1	90	97	-2	17	101	99
Cc1cc(=O)oc2cc(NC(=O)C(C)N3C(=O)C4CCCCC4C3=O)ccc12 (stereo not given)
→ 6	7	96	92	2	2	97	96
CCn1c(C)cc(=O)cc1-c1ccc(Cl)cc1
→ -6	7	98	121	2	-10	108	105
COCCn1c(=S)[nH]c2cc(C(=O)N3CCN(c4cccc(Cl)c4)CC3)ccc2c1=O
→ 1	4	99	118	0	3	100	97
CC(=O)OC1CCC2(C)C(CCC3C2CC(OC(C)=O)C2(C)C3C[C@@H]3O[C@]4(CC[C@@H](C)CO4)[C@@H](C)C32)C1 (stereo not given in full)
→ 3	-2	113	112	0	10	101	102
COC(=O)CSc1ccc2nnc(CCNS(=O)(=O)c3ccc(C)cc3)n2n1
→ 2	2	104	97	1	-6	96	97
CCOC(=O)c1c(NC(=O)C(C)Sc2nnc(C)c(=O)[nH]2)sc2c1CCCC2 (stereo not given)
→ 1	-4	98	96	-1	10	95	104
O=C(CSc1ccccc1)OCC(=O)N1CCN(C(=O)c2ccco2)CC1
→ 1	1	96	102	5	1	94	96
CCOc1ccc(/C=C/c2c([N+](=O)[O-])c(=O)n(C)c(=O)n2C)cc1
→ -6	0	102	98	20	-17	92	97
CC1CN/C(=C\C(=O)c2ccccc2)C(=O)N1 (stereo not given)
→ 3	1	106	120	6	1	94	108
COc1ccc(S(=O)(=O)N2CCCC2C(=O)Nc2nnc(-c3cccnc3)s2)cc1 (stereo not given)
→ -13	-3	100	115	8	-5	95	100
Clc1ccc(-c2nc3ncccn3c2Nc2ccc3c(c2)OCCO3)cc1
→ 3	-2	104	107	6	2	103	99
Cc1cccc(NC(=O)c2ccc(Cl)c(S(=O)(=O)N3CCCCCC3)c2)n1
→ -4	-8	109	108	2	-3	99	99
O=C(CSc1ccc2nnc(CCNC(=O)c3ccccc3)n2n1)Nc1ccccc1F
→ 1	0	104	103	-1	-4	102	101
Cc1cc(C(F)(F)F)nn1CC(=O)NNC(=S)NCC(C)C
→ -2	7	103	74	0	-2	103	107
NNc1nc(Nc2ccccc2)nc(Nc2ccccc2)n1
→ 1	-3	104	106	81*	1	91	96
Cn1c(-c2ccccc2)cnc1SCC(=O)N1CCCCC1
→ -2	-6	101	99	4	-2	100	100
C/C(=N\NC(=O)c1c(Cl)cnn1C)c1cccc(NC(=O)COc2ccccc2)c1
→ 0	-2	88	98	29	-19	100	100
Cc1cc(C)cc(NC(=O)/C=C/c2ccc([N+](=O)[O-])s2)c1
→ 1	-1	89	98	3	-1	93	91
O=S(=O)(Nc1ccc2c(c1)OCCO2)c1cccs1
→ 6	4	96	100	1	-3	92	98
Cc1ccc(C(=O)NCCNC(=O)CN2CCOCC2)cc1
→ 6	6	104	106	2	-6	104	103
O=C(C1CCCCC1)N1CCC(O)(c2ccc(Cl)cc2)CC1
→ 2	12	97	112	0	4	98	98
O=C(Nc1ccccc1N1CCOCC1)C1CCCCN1S(=O)(=O)c1ccccc1 (stereo not given)
→ 5	-2	94	108	2	-26	89	93
COc1cc(NS(=O)(=O)c2ccc(NC(=O)CCC(=O)O)cc2)nc(OC)n1
→ 8	0	109	105	-1	3	99	107
O=C(c1ccc(Cn2cc(Br)cn2)o1)N1N=C(C(F)F)CC1(O)C(F)F (stereo not given)
→ -2	6	106	107	3	0	102	106
COc1ccc(NC(=O)NCCCN2CCCCC2C)cc1 (stereo not given)
→ -4	4	93	107	-1	-2	93	102
C=CCc1ccccc1Oc1cc(F)nc(N)n1
→ -7	-3	93	109	2	-7	101	102
CCN(CC)CCOc1ccc2c(c1)C(=NO)c1cc(OCCN(CC)CC)ccc1-2
→ 15	8	97	92	1	-3	98	109
Cc1cccc(C(=O)OC(C)CN2CCCC2)c1 (stereo not given)
→ 1	-4	103	106	-1	-3	108	110
O=C(O)CC1(Cc2nc(-c3cccs3)no2)CCCC1
→ -2	10	103	96	4	-7	99	94

Marked active in AHR activator (from the list above):
SMILES | procasp3 activ | LAP4-GFP MLPCN | AHR activator | GASC-1 inh | RPL19A-GFP yeast | MEP2 TOR yeast
NNc1nc(Nc2ccccc2)nc(Nc2ccccc2)n1 | -3 | 104 | 81* | 1 | 91 | 96

Other compounds:
Each structure is followed by: proCasp7 act	procasp3 activ	LAP4-GFP MLPCN	CR mimetic SO	AHR activator	GASC-1 inh	RPL19A-GFP yeast	MEP2 TOR yeast
O=C1CC(C(=O)O)c2ccccc2N1 (stereo not given)
→ 4	9	91	88	4	-3	101	89
COc1cc(OC)cc(C(=O)Nc2ccc3c(c2)OCCO3)c1
→ 2	2	97	98	13	2	104	112
CCSc1nnc2ccc(-c3ccc(OC)c(OC)c3)nn12
→ 0	1	89	113	14	26	97	97
Cc1cc(C(=O)N2CCC(Cc3ccccc3)CC2)c(C)o1
→ 5	-4	106	87	-1	5	104	107
O=C(O)c1cc(S(=O)(=O)Nc2ccc3cn[nH]c3c2)ccc1Cl
→ 6	9	106	101	26	-4	110	107
COC(=O)c1sccc1NC(=O)c1ccc(C)s1
→ -9	-5	99	98	50*	8	99	99
CN(C)c1cccc(C(=O)OCC(=O)N2CCc3ccccc3C2)c1
→ -1	-1	84	121	4	12	100	101
CCOC(=O)C1CN(S(=O)(=O)c2ccc(C)cc2)c2cc(S(=O)(=O)CC)ccc2O1 (stereo not given)
→ 1	7	95	119	2	-22	99	108
O=C(NCc1cccs1)c1cc(S(=O)(=O)N2CCCCC2)ccc1Cl
→ -1	2	?	93	-1	19	?	90[may fluoresce red]
CCC(C)NC(=O)CN1C(=O)C(CC)Sc2ccccc21 (stereo not given)
→ 7	-1	96	90	3	-10	99	99
CN(Cc1ccon1)C(=O)CC1C(=O)NCCN1CC1CCCCC1 (stereo not given)
→ -3	-3	87	86	-4	5	103	99
CCOC(=O)c1[nH]c(C)c(CN(C(C)=O)c2ccc(OCC)cc2)c1C
→ 11	-2	85	88	0	-96	87	94
CCOc1ccc(S(=O)(=O)NCc2cccnc2)cc1
→ 10	-4	93	107	3	5	93	97
O=S(=O)(c1ccc(Br)s1)N1CCNCC1
→ 6	-1	112	95	1	-5	99	97
CCOC(=O)c1c(NC(=O)COC(=O)c2ccc(Cl)nc2)sc(C(=O)N(C)C)c1C
→ -1	-5	104	100	1	-1	97	102
CCOC(=O)C(Cc1c[nH]c2ccccc12)NC(=O)c1ccccc1Br (stereo not given)
→ 13	-5	99	104	3	-1	105	102
Cc1ccc(NC(=S)N=Nc2c(O)[nH]c3ccccc23)cc1
→ -1	1	108	108	-5	-6	96	101
NS(=O)(=O)c1cccc(NC(=O)c2cc3ccccc3o2)c1
→ -1	-1	92	91	14	7	94	99
O=C(Cn1cnc([N+](=O)[O-])c1)NCc1ccc(F)cc1
→ 7	4	89	92	1	1	89	94
N#Cc1nc(-c2ccccc2Cl)oc1N1CCCCC1
→ 8	7	79	101	27	-6	83	87
COc1cc2c(cc1OC)CN(C(=O)/C=C/c1cccc([N+](=O)[O-])c1)CC2
→ 4	-7	100	110	5	-16	94	95
CC1CC(C)CN(C(=O)CSc2nc3ccsc3c(=O)n2Cc2ccccn2)C1 (stereo not given)
→ -1	2	106	80	2	108	101	108
CCC1(CC)NC(=O)N(CC(=O)OCC(=O)Nc2ccc(F)c(F)c2F)C1=O
→ 3	1	98	117	4	-14	102	100
CCOc1ccc(N(C(=O)CNC(=O)c2ccco2)C(C(=O)NC2CCCC2)c2ccncc2)cc1 (stereo not given)
→ 5	4	95	104	2	-11	96	94
CCN1CCN(c2cc(C(C)C)nc3c(-c4ccccc4)c(C)nn23)CC1
→ 3	-4	119	91	-2	-7	98	101
Clc1ccc(-c2nc3cc(CN4CCCCC4)ccc3o2)cc1
→ .	.	85	100	.	-8	103	101
O=C(N/N=C/c1ccc(OC(=O)c2cccc(F)c2)cc1)c1cccnc1
→ 5	-3	98	94	12	12	101	99
O=C(/C=C/c1cccc([N+](=O)[O-])c1)N1CCN(c2ccc(F)cc2)CC1
→ -9	1	102	83	8	-25	107	100
COc1ccc(OC)c(Nc2nc(-c3sc(N)nc3C)cs2)c1
→ -9	-4	99	98	46	0	94	97
Cc1ccc(NC(=O)C2CCN(C(=O)c3ccc(F)cc3)CC2)nc1
→ 9	-2	107	98	4	0	102	104
O=C(Nc1cccc(NC(=O)c2ccc3c(c2)OCO3)c1)c1ccccc1
→ 3	-2	98	92	32	6	101	102
CN(Cc1ccccc1)c1oc(-c2ccco2)nc1C#N
→ 1	1	96	102	-7	1	99	103
O=C(N[C@@H](Cc1ccc(O)cc1)C(=O)O)c1ccc(C(F)(F)F)cc1
→ 5	1	105	104	0	6	106	96
COC(=O)Cn1cnc2c(oc3ccccc32)c1=O
→ -2	3	109	118	5	-7	103	102
CSCC(=O)N1CCCC(CO)(CCCc2ccccc2)C1 (stereo not given)
→ 5	7	97	91	8	-6	101	108
CCOc1cc(N2CCOCC2)c(OCC)cc1NC(=O)CSc1nnc(N)s1
→ 13	-7	103	106	1	3	100	103
O=C(Nc1cccc(NC(=O)C2CC3CCCC(C2)C3=O)n1)C1CC2CCCC(C1)C2=O (stereo not given)
→ 0	3	107	101	4	-9	97	101
COc1cc(C(=O)N2CCC(NC(=O)C(Cc3ccccc3)NC(C)=O)CC2)cc(OC)c1OC (stereo not given)
→ 6	6	99	98	21	-8&3	94	99
Cc1ccc(C)c(CN2CCN(c3ncccn3)CC2)c1
→ -3	-2	92	103	-6	0	101	108
CC(C)NC(=O)CSc1nnc(-c2ccc(C(C)(C)C)cc2)n1C
→ 6	-8	94	104	-1	5	98	99
CCC(C)[C@H](NC(=O)Nc1cccc(Br)c1)C(=O)OC (stereo not given in full)
→ 2	-8	90	115	-4	1	98	119
COc1cc(S(=O)(=O)Nc2ccc3nc(C)sc3c2)ccc1NC(C)=O
→ -7	6	94	93	-6	5	92	96
O=C(c1ccc(NS(=O)(=O)c2ccc3[nH]c(=O)[nH]c3c2)cc1)N1CCCCC1
→ 1	10	108	109	2	-5	106	98
Cn1cnc([N+](=O)[O-])c1Cl
→ 6	4	113	101	0	48	98	98
Cc1cc(C)c(S(=O)(=O)Cc2ccccc2)c(OC(C)C)n1
→ -3	-8	94	80	0	6	103	106
O=C(O)C1CC=CCC1C(=O)N1CCN(c2nc(-c3ccccc3)c3ccccc3n2)CC1 (stereo not given)
→ -9	-10	90[may fluoresce violet]	81	-1	-4	101[may fluoresce violet]	92[may fluoresce violet]
Cc1ccc(CN2CCN(c3cccc4[nH]ccc34)CC2)cc1
→ -2	-2	104	88	13	6	100	108
